Luc counter: Kinase-Glo luciferase inhibition (counter-screen) | Potency, µM (highest dose often 38.3 µM), for the others: at the highest dose activity change, negative = inhibition, hits mostly inhibitors | 200,000 compounds, 0.28% hits | Q27757 | Kinase-Glo luciferase, ATP luminescence, 8 min | AID 1379; further: potency means the concentration at half of the fitted maximal effect; on the % scale 0 is the no-effect control and ±100 the full control effect; nearly all actives have a fitted effect of over 60% in size
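Compounds were added to a substrate mix at pH 7.2 (50 mM imidazole, 10 uM ATP, within the enzyme's linear range), followed by Kinase-Glo detection reagent; luminescence was measured after 8 minutes at ambient temperature.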
LMNA splice mod: modulators of lamin A splicing; HeLa LMNA splicing GFP/RFP minigene ratio, 48 h; Potency, µM (top dose mostly 46.1 µM), without a hit: at the top dose ratio change, negative = inhibition, hits mostly inhibitors; 200,000 compounds, 0.01% hits; AID 1487; active means well fitted inhibition curve with a large enough effect in the signal ratio, with a control signal flat, not every such curve was filed as active; inconclusive means small, poorly fitted or top-dose-only effect, or effect the other way, or a change in a side signal; the % refers to the signal ratio; further: potency means the concentration at half of the fitted maximal effect; on the % scale 0 is the no-effect control and ±100 the full control effect
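S3 HeLa cells stably expressing lamin A-EGFP splicing minigene plus DsRed2, 600 cells/well, 48 h compound exposure at 37C. Laser-scanning cytometry; analysed as GFP (500-530 nm)/RFP (575-640 nm) total intensity ratio; 0.5% DMSO vehicle.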
NPSR antagonist: antagonists of human neuropeptide S receptor cAMP signaling; 220,000 compounds, 1% hits; CHO-NPSR cells, cAMP TR-FRET, antagonist mode; Q6W5P4; Potency, µM (highest dose often 38.3 µM), inactives show at the top dose activity change, negative = inhibition, most hits filed as inhibitors; further: potency means the concentration at half of the fitted maximal effect; on the % scale 0 is the no-effect control and ±100 the full control effect; nearly all actives have a fitted effect of over 50% in size; many of its hits are not listed in these tables
GLA spleen mod: inhibitors or activators of human alpha-galactosidase in spleen homogenate; P06280; human spleen homogenate, 4MU-alpha-Gal fluorescence, 40 min; Potency, µM (doses to about 80 µM), without a hit: at the highest dose activity change, negative = inhibition, usual class: inhibitors; 240,000 compounds, 0.008% hits;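 further: potency means the concentration at half of the fitted maximal effect; 0% = enzyme with vehicle and -100% = no enzyme basal signal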
Target sequence (P06280 32-429 limits assumed): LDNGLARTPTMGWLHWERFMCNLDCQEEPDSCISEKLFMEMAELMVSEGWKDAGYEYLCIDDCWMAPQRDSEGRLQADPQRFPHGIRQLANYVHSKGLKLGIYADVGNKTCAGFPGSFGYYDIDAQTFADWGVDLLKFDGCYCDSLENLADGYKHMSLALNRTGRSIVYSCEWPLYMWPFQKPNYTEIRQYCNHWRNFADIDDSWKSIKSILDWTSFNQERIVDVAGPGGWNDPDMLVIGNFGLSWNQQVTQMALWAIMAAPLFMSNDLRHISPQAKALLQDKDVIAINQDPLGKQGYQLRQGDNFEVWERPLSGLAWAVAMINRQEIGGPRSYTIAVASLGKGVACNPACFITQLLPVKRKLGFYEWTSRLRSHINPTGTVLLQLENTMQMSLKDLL
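Spleen homogenate 1 ug + cpd (titration) + 4-MU-alpha-D-galactopyranoside 1 mM; 37C 40 min; 50 mM citrate/phosphate pH 5.0, 0.01% Tween-20; stop pH 10; fluorescence 365/440; AC50 via Hill.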
CBFb RUNX1 block: blocks binding between human CBF-beta and RUNX1; Q01196+Q13951; AlphaScreen CBFb-His/RUNX1-biotin binding, biochemical; Potency, µM (highest dose often 59.8 µM), inactives show top-dose activity, negative = inhibition, most hits filed as inhibitors; 230,000 tested, under 10 active; AID 1477; further: % of control where 0% means no effect
Target sequence (Q01196 whole entry, looked up): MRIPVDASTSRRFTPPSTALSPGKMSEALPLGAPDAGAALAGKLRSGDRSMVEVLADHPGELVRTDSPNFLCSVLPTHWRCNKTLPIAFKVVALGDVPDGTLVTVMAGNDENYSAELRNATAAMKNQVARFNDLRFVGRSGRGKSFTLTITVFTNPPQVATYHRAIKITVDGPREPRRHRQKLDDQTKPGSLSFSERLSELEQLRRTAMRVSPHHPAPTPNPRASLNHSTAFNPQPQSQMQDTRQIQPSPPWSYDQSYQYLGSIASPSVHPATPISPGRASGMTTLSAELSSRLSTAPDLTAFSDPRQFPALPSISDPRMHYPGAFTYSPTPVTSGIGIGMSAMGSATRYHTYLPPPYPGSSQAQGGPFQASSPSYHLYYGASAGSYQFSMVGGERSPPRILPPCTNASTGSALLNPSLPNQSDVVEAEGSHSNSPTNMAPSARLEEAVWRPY
Target sequence (Q13951 whole entry, looked up): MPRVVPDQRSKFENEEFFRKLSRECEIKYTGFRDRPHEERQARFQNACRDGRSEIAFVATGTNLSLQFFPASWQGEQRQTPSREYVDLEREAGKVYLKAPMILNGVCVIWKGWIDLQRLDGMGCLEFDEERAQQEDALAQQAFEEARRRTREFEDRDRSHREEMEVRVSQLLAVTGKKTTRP
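AlphaScreen proximity signal reports loss of binding between His-tagged CBF-beta and biotin-labelled RUNX1, each at 30 nM. Proteins are pre-associated for 20 minutes, compounds added for 15 minutes, then beads for 90 minutes, all at ambient temperature.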
Epigenetic reg: epigenetic control regulation, reporter derepression; murine LDR cells, GFP reporter derepression, 30 h; Potency, µM (doses to about 53.9 µM), inactives show at the top dose GFP activation, usual class: activators; 280,000 compounds, 0.2% hits; further: potency means the concentration at half of the fitted maximal effect; % of control where 0% means no effect; nearly all actives have a fitted effect of over 60% in size
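Murine LDR cells carrying a silenced, genomically integrated CMV-driven GFP reporter were exposed to compound for 30 hours at 37 C. After PBS washes, GFP-positive cells (20–120 um objects) were counted by laser-scanning microplate cytometry.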
IMPase Li cell: cell-permeable IMPase inhibitors with lithium potentiation. CHO-M1 cells, IP1 TR-FRET (IP-One), carbachol + lithium. Potency, µM (top dose mostly 59.4 µM), for the others: top-dose activity, negative = IMPase inhibition, hits mostly inhibitors. 210,000 compounds, 0.35% hits;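 further: IP1 builds up when IMPase is blocked and the TR-FRET signal falls; potency means the concentration at half of the fitted maximal effect; plate controls were basal vehicle for no effect and high inhibitor control for full effect; nearly all actives have a fitted effect of over 50% in size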
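Readout is a homogeneous TR-FRET IP1 immunoassay (Ex 320, Em 665 and 620), where raised cytosolic IP1 lowers signal. Cells were CHO-M1 treated 30 min at 37C with test compounds plus a little lithium; AC50 values came from Hill-equation fitting.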
Starred values were filed as active, the others as inactive; ? = inconclusive; nt = no result given; & = joins results of further samples; [ ] = dose if it differs, or a comment. Unless noted, the call rests on the fitted dose curve; in most records, active means well fitted curve in the direction sought with a large enough effect; inconclusive means small, poorly fitted or top-dose-only effect, or another doubt; inactive means no such curve, though single readings can be large; an effect the other way counts as inactive or inconclusive. A portion of the library; count on the stated rates, not on these rows.

Sample of the layout (two entries):
item	SMILES	Luc counter	LMNA splice mod	NPSR antagonist	GLA spleen mod	CBFb RUNX1 block	Epigenetic reg	IMPase Li cell
1	Cc1ccc2nc(-c3ccccn3)c(Nc3ccccc3C)n2c1	-1%	40%[46 µM]	13µM*	3%	nt	-0.1%&-1.8%	17%
2	CC(C)(C)C(=O)NC(=S)Nc1cccc(C(=O)O)c1	2%	nt	17%	2%	8%	-3.3%	1%

This part in full, from the first entry:
item	SMILES	Luc counter	LMNA splice mod	NPSR antagonist	GLA spleen mod	CBFb RUNX1 block	Epigenetic reg	IMPase Li cell
1	Cc1ccc2nc(-c3ccccn3)c(Nc3ccccc3C)n2c1	-1%	40%[46 µM]	13µM*	3%	nt	-0.1%&-1.8%	17%
2	CC(C)(C)C(=O)NC(=S)Nc1cccc(C(=O)O)c1	2%	nt	17%	2%	8%	-3.3%	1%
3	Cc1cc(C(=O)N/N=C/c2cccc(OC(=O)c3ccco3)c2)n[nH]1	0%	11%	-10%[46.1 µM]	5%	1%	0.0%	-3%[38.3 µM]
4	Cc1cccc(-n2c(C)cc(/C=N/NC(=O)c3cccc([N+](=O)[O-])c3C)c2C)c1	-1%	?	5%[46.1 µM]	-5%	-22%	5.8%	-5%[38.3 µM]
5	O=C(CSc1nc2c(sc3ccccc32)c(=O)n1Cc1ccccc1)NCC1CCCO1 (centres undefined)	3%	1%	-12%[46.1 µM]	2%	6%	-1.0%	17%[38.3 µM]
6	Cn1cc(/C=C2\SC(=S)N(NC(=O)c3ccccc3Cl)C2=O)c2ccccc21	-2%	-8%	-12%	-5%	7%	0.0%	-5%
7	CCCCSCCCNC(=S)Nc1ccccc1C	-1%	?	-29%	-5%	-9%	0.2%	4%
8	CC1C(=O)Nc2ccccc2N1C(=O)c1ccccc1 (centres undefined)	1%	7%[9.22 µM]	7%	12%	12%	1.1%	5%
9	COc1ccc(NC(=O)/C(C#N)=C\C=C\c2ccco2)cc1	-3%	?	2%[46.1 µM]	-14%	-2%	6.9%	4%
10	COc1ccc2c(c1)c(CC(=O)NCc1ccc3c(c1)OCO3)c(C)n2C(=O)c1ccc(Cl)cc1	-1%	nt	nt	3%	-7%	-1.1%	4%
11	Cn1c(CN2CCCCC2)nc2cc(NC(=O)c3cccc(Br)c3)ccc21	-1%	?	-9%[46.1 µM]	2%	-2%	1.9%&-2.9%	2%[38.3 µM]
12	CO/N=C(\C(=O)N[C@@H]1C(=O)N2C(C(=O)O)=C(COC(C)=O)CS[C@H]12)c1csc(N)n1	1%[39.9 µM]	nt	nt	-1%	-16%	0.7%	14%
13	C#CCSc1n[nH]c(=O)n1-c1cccc(C(F)(F)F)c1	nt	nt	-6%[7.67 µM]	12%	4%	0.0%	nt
14	Cc1cccc(C)c1NC(=O)C1(N(Cc2ccco2)C(=O)Cn2nnnc2N)CCCCC1	2%	-2%	10%	8%	7%	0.3%	3%
15	CCN1C(=O)/C(=C2/SC(C)=C(C)N2CC)SC1=S	-4%	4%	-20%[46.1 µM]	4%	-14%	?	11%[38.3 µM]
16	S=c1[nH]cnc2sc(Nc3ccccc3)nc12	nt	nt	45%	-1%	-8%	?	nt
17	Cc1ncoc1C(=O)N1CCCC(CCC(=O)NCc2ccccc2F)C1 (centres undefined)	-3%	-8%[46 µM]	1%	-4%	6%	7.4%	-3%
18	O=C1CC(N2CCN(c3ccccc3)CC2)C(=O)N1c1ccc2c(c1)OCCO2 (centres undefined)	2%	-3%	-12%[46.1 µM]	8%	1%	-0.7%	-6%[38.3 µM]
19	COc1cc(/C=C/C(=O)OCC(=O)NC(=O)NC23CC4CC(CC(C4)C2)C3)ccc1OCC#N	0%	-5%	-22%	6%	-1%	0.0%	3%
20	CC(C)CC(=O)NC(=S)NNC(=O)c1cccc([N+](=O)[O-])c1	5%	?	-18%	2%	-18%	0.4%	22%
21	CC(C)N(C=O)C1(C(=O)NC2CCCCC2)CCCCC1	3%	-8%	-14%[46.1 µM]	6%	4%	-17%	25%[38.3 µM]
22	CCOc1ccc(Cc2onc3c2C(=O)CC(C)(C)C3)cc1OCC	3%	21%[46 µM]	1%	-3%	8%	1.1%	17%
23	COC(=O)CCC(=O)N1CCOCCOCCOCC1	-1%	0%[46 µM]	12%	-6%	0%	-1.0%	-2%
24	O=C(COC(=O)c1cccnc1Cl)c1cccc(Cl)c1	-4%	5%	-4%[46.1 µM]	-8%	2%	0.0%	4%[38.3 µM]
25	COc1cccc(NC(=S)NCc2ccc3c(c2)cc(C)n3C)c1	2%	nt	-7%	6%	?	0.5%	5%
26	Cc1cc2ncn(/N=C/c3ccc([N+](=O)[O-])o3)c2cc1C	0%	?	-4%[46.1 µM]	2%	-5%	1.3%	0%[38.3 µM]
27	O=[N+]([O-])c1ccc(S(=O)(=O)NCCc2cn3ccccc3n2)cc1	3%	5%	4%	1%	0%[2.36 µM]	4.7%	-1%
28	O=C(N/N=C1/SCC(=O)N1Cc1ccco1)c1ccccc1F	2%	nt	-10%	-9%	2%	0.2%	4%
29	CCC(=O)O[C@H](CC(=O)O)C[N+](C)(C)C	2%	nt	nt	3%	6%[21.7 µM]	-0.3%	7%
30	CCC(=O)Nc1cccc(NC(=O)c2ccc(Br)cc2)c1	2%	-17%	-11%	-1%	5%	1.0%	4%
31	CCOC(=O)C1=C(c2ccccc2)NC(N)=NC1c1ccc(OCc2ccc(C(=O)OC)cc2)cc1 (centres undefined)	nt	nt	5%[7.67 µM]	8%	-8%	12%	nt
32	COCC(C)NC(=S)Nc1ccccc1[N+](=O)[O-] (centres undefined)	6%	-3%[46 µM]	7%	-1%	2%	9.5%	-8%
33	COc1ccc(NC2CS(=O)(=O)CC2OC(=O)c2ccc(F)cc2)cc1 (centres undefined)	6%	4%	-31%[46.1 µM]	-3%	4%	-1.1%	10%[38.3 µM]
34	CC(=O)N1C(=O)N(C)C2C1N(C)C(=O)N2C(C)=O (centres undefined)	-3%	-1%	7%[46.1 µM]	-9%	0%	-1.1%	-8%[38.3 µM]
35	CCCCNC(=O)COc1ccccc1[N+](=O)[O-]	-4%	13%	12%	-3%	14%	0.1%	-2%
36	COc1ccc(C(=O)O)cc1NS(=O)(=O)c1cccc2nsnc12	0%	7%	-15%[46.1 µM]	0%	9%	0.0%	16%[38.3 µM]
37	Cc1cc(C)cc(NC(=O)c2ccc3nc[nH]c3c2)c1	1%	-3%	10%	8%	6%	0.0%	1%
38	CCOC(=O)C1CCCCN1C(=O)CCc1c(C)nc2ncnn2c1C (centres undefined)	-1%	0%[0.0737 µM]	-5%[46.1 µM]	-7%	1%	0.9%	-6%[38.3 µM]
39	CCn1c(=O)cc(SCC(=O)Nc2ccc(Cl)cc2)c2ccccc21	-1%	5%	-25%[46.1 µM]	?	-1%	0.9%	-12%[38.3 µM]
40	Cc1cc(-c2nnnn2-c2cc(Cl)cc(Cl)c2)no1	nt	nt	4%	-14%	4%	0.0%	nt
41	Cn1c(-c2ccccc2)c(C=O)c2ccccc21	-3%	?	6%	-8%	10%	0.1%	-5%
42	CC(C)(C)c1cc[n+](CC(=O)Nc2cc(C(F)(F)F)ccc2N2CCOCC2)cc1	1%	-11%[46 µM]	10%	-6%	4%	-0.3%	13%
43	Cc1sc2nc(SCC(=O)c3cc(C)n(CC4CCCO4)c3C)n(C(C)C)c(=O)c2c1C (centres undefined)	-4%	?	?	-3%	-13%	-1.3%	8%[38.3 µM]
44	Cc1ccc(S(=O)(=O)CC2CSc3nc(N)cc(=O)n32)cc1 (centres undefined)	11%	3%	-18%[46.1 µM]	-1%	3%	-0.8%	-13%[38.3 µM]
45	CCc1nnc(NC(=O)CSc2nnc(CNc3ccc(OC)cc3)n2C)s1	-2%	?	5%	2%	6%	1.1%	-2%
46	COc1ccc2c(c1)C(=O)[C@@H](OC(=O)N[C@H]1CCCc3ccccc31)[C@H](c1ccc(OC)c(Br)c1)O2	-1%	nt	nt	-5%	7%	-1.1%	3%
47	O=C1c2[nH]nc(-c3ccccc3O)c2C(c2ccc(F)cc2)N1Cc1ccco1 (centres undefined)	-3%	1%	?	-5%	?	9.5%	30%[38.3 µM]
48	O=C(NC1CCCCC1)N1CCC(c2nc3ccc(Cl)cc3[nH]2)CC1	nt	?	-14%[46.1 µM]	4%	-4%	7.3%	nt
49	CCc1nc2ccccc2c(C(=O)OCC(=O)Nc2ccc(S(=O)(=O)N3CCOCC3)cc2)c1C	-1%	?	-26%[46.1 µM]	-1%	-6%	0.5%	21%[38.3 µM]
50	COc1ccc(C2CC(=O)C=C(NCC3CCCO3)C2)cc1 (centres undefined)	-3%	5%	21%[46.1 µM]	6%	0%	0.0%	4%[38.3 µM]
51	O=C(O)CC12CSc3[nH]c(=O)sc3C1c1ccccc1OC2=O (centres undefined)	8%	14%	-12%[46.1 µM]	-4%	4%	-1.0%	20%[38.3 µM]
52	COc1ccc(Cl)cc1-c1n[nH]c(=S)n1C1CCCCC1	-2%	-6%	-20%[46.1 µM]	-1%	-3%	-0.7%	1%[38.3 µM]
53	COCC(=O)N1CCC[C@@]2(CCN(Cc3cc(C(F)(F)F)cc(C(F)(F)F)c3)C2)C1	-2%	nt	nt	?	nt	nt	-3%
54	O=C(C1CCN(CCCc2ccccc2)CC1)N1CCCCC1	-4%	-4%	4%[46.1 µM]	1%	3%	0.8%	56%[activator][38.3 µM]
55	Cc1ccn2cc(CC(=O)O)nc2c1	1%	nt	-11%	1%	-1%	4.4%	-3%
56	CCOc1ccccc1Nc1nc(-c2sc(NC(=O)c3ccco3)nc2C)cs1	-5%	?	-23%[46.1 µM]	-5%	-8%	-1.1%	10%[38.3 µM]

Additional results:
item	SMILES	Luc counter	LMNA splice mod	NPSR antagonist	GLA spleen mod	CBFb RUNX1 block	Epigenetic reg	IMPase Li cell
57	Cc1ccc(S(=O)(=O)NCc2c(Cl)cccc2Oc2ccccc2)cc1	nt	nt	-21%	7%	28%	1.1%	nt
58	COc1cc(NC(=O)c2ccc(Cl)cc2Cl)ccc1-c1cc2ccccc2oc1=O	3%	?	29%[46.1 µM]	6%	-3%	0.0%	?
59	O=C(CCc1nc(-c2ccccc2)no1)NCC1CCCO1 (centres undefined)	-3%	18%	-24%[46.1 µM]	6%	5%	-3.3%	1%[38.3 µM]
60	O=C(Nc1ccc2oc(=O)ccc2c1)c1ccc(-c2ccc(Cl)cc2)o1	nt	-8%	-8%[46.1 µM]	-9%	0%	0.0%	nt
